# Screening data: PubChem, several laboratories
# zfTRPN1 agonist: zebrafish TRPN1 channel agonists, primary screen, cell-based, HEK293, calcium fluorescence. transient receptor potential cation channel N1 (TRPN1/NompC), Danio rerio. HEK293 zebrafish TRPN1-YFP, Fluo-8 calcium fluorescence; 100% = response to 87 µM carbachol. activation, % at 3 µM. hit rate 0.18% among 220,000;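 active means activation above its plate's cutoff, the mean activation of test wells on that plate plus 3 SD, cut at about 19% in these data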;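 further: 0% = DMSO alone and 100% = 87 µM carbachol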
#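 System: zebrafish TRPN1-YFP in HEK293 cells / Dosing: 3 µM single point / Timing: dye loading 1 h at 37 °C, then 30 min room temperature / Signal: Fluo-8 calcium fluorescence, excitation 470-495 nm, emission 515-575 nm / Read-out basis: percent activation from peak over basal fluorescence ratio, control-normalized / Control set: high carbachol 87 µM, low DMSO alone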
# Ba/F3 V617F tox: reduced viability of JAK2V617F-dependent Ba/F3 cells, primary screen, JAK2V617F inhibitor project, cell-based, Ba/F3 EpoR-JAK2V617F, luminescence | inhibition, % at 5.6 µM | hit rate 1.1% among 220,000 | AID 1446, 2008 | ATP luminescence;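 active means inhibition above the campaign mean plus 3 SD over all tested compounds, cut at about 24% in these data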;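 further: cytokine-independent growth of Ba/F3 cells driven by EpoR plus mutant JAK2; 0% = DMSO-treated cells and 100% = JAK inhibitor I control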
# TNF death inh: inhibitors of TNF-alpha triggered necroptosis, primary screen, cell-based, Jurkat FADD-/-, single concentration. Jurkat FADD-/- TNF necroptosis rescue, ATP luminescence, 24 h; 0 = TNF only, 100 = no-TNF cells. activation (protection from cell death), % at 10 µM. hit rate 0.068% among 220,000. AID 463075, 2010;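 active means activation, meaning protection from cell death, of at least 50% relative to plate controls; inactive means activation below 50%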;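 further: necroptosis triggered by 40 ng/mL TNF-alpha added together with compound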
# RBBP9 inh: human RBBP9 inhibitors, primary screen, biochemical, fluorescence polarization, FP-Rh probe, HTS | Serine hydrolase RBBP9 (Homo sapiens), O75884 | recombinant RBBP9 | inhibition, % at 7.94 µM | hit rate 0.2% among 220,000;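 active means inhibition above the campaign mean of all tested compounds plus 3 SD, cut at about 14% in these data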;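 further: plate controls were DMSO wells with RBBP9 for no effect and wells lacking RBBP9 protein for full effect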
# Target sequence (O75884 whole entry, looked up): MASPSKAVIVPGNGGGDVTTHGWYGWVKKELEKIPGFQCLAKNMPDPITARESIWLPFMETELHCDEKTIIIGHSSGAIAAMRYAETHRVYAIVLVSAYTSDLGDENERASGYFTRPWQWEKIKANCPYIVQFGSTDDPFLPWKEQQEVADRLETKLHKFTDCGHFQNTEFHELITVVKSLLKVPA
#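 Controls: DMSO-treated enzyme wells and wells lacking RBBP9 | Material: RBBP9 protein | Technique: Fluorescence polarization | Replication: Single well per compound, no replicates | Buffer or medium: Tris-NaCl-Pluronic buffer, pH 8.0 | Timing: 30 min compound preincubation, 45 min probe labeling, 25 °C | Read-out basis: Percent inhibition from mP, scaled between DMSO and no-protein wells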
# CHOP inh: inhibitors of CHOP promoter induction, primary screen, cell-based, unfolded protein response, luciferase reporter | CHO-K1 CHOP-promoter luciferase, tunicamycin-induced, 15-18 h | inhibition, % at 10 µM | hit rate 3.8% among 220,000 | AID 2732, 2010;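 active means compounds that reduced the stress-induced luciferase reporter signal by more than about 70% of percent inhibition, limit read from the data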;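 further: 0% = tunicamycin plus vehicle and 100% = wells without tunicamycin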
# BaF3 tox: parental Ba/F3 cell viability inhibition, counter-screen for JAK2V617F inhibitor project, murine pro-B, CellTiter-Glo luminescence; hit rate 1.1% among 220,000; inhibition, % at 5.6 µM; CellTiter-Glo ATP luminescence;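 active means inhibition above a per-campaign cutoff, the mean inhibition of all tested compounds plus 3 SD, cut at about 27% in these data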;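 further: 0% = DMSO wells and 100% = JAK Inhibitor I control wells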
# TRPML3 agonist: human TRPML3 channel agonists, primary screen, cell-based, HEK293 TRPML3-YFP, Fluo-8 calcium fluorescence, 3 µM; AID 1448, 2008; activation, % at 3 µM; hit rate 0.29% among 220,000; 100% = the carbachol control signal; Mucolipin-3 (Homo sapiens), Q8TDD5;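 active means activation above its plate's cutoff, the mean activation of the plate's test wells plus 3 SD, cut at about 12% in these data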;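 further: 0% = DMSO only wells and 100% = carbachol wells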
#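 Test system: HEK293 cells stably carrying human TRPML3-YFP; Doses: single dose, 3 µM final nominal compound, 0.3% DMSO final; Schedule: dye loading 1 h 37 °C then 30 min ambient, 125 s read; Technique: Fluo-8 calcium fluorescence; Benchmarks: high control carbachol 87 µM, low control DMSO.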
# PPC-1+TRAIL kill: compounds killing PPC-1 cancer cells with TRAIL present, primary screen, TRAIL potentiator project, ATPLite luminescence, uHTS; AID 1443, 2008; hit rate 0.41% among 220,000; cell killing (% activity), % at 4 µM; PPC-1 cells + TRAIL, ATPLite viability luminescence;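 active means cell killing above 50% in the first pass at 4 µM, then a duplicate retest at 5 µM averaging 50% or more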;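 further: plate controls were cells with TRAIL plus DMSO for no effect and medium-only wells lacking cells for full effect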
# Wee1 degr inh: Wee1 degradation inhibitors, primary screen, cell-based, HeLa, Wee1K328M-luciferase, luminescence; hit rate 1.2% among 220,000; HeLa Luc-Wee1K328M stability; 100% = proteasome inhibitor MG132 effect; Wee1-like protein kinase (Homo sapiens), P30291; reporter increase, % at 5 µM;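 active means activation above the mean of all tested compounds plus 3 SD, set per screening run, cut at about 8.8% in these data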;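 further: cells exposed to compound for 20 h before luminescence read; 0% = DMSO alone and 100% = MG132 at 30 µM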
# Target sequence (P30291 whole entry K328M): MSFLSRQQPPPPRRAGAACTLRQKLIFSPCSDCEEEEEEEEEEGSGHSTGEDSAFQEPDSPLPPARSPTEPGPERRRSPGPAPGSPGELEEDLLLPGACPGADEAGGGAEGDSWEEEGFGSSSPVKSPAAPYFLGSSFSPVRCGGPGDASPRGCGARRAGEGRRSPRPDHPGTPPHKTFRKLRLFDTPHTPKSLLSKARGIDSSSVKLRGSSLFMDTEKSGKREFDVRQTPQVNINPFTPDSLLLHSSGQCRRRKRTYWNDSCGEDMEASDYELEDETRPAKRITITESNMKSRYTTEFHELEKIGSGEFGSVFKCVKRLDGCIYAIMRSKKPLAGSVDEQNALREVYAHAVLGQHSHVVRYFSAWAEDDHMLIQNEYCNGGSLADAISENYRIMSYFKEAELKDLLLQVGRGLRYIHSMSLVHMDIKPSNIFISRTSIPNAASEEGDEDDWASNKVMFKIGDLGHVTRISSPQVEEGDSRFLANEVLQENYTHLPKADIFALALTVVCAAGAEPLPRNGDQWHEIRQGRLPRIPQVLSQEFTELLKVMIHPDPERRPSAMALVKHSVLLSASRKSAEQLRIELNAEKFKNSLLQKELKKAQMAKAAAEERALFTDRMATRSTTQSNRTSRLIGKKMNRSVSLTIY
# * marks the source's active call; other numbers are inactive results. Rows were taken by chance; any-hit rate near 6.8%.
item	Structure	zfTRPN1 agonist	Ba/F3 V617F tox	TNF death inh	RBBP9 inh	CHOP inh
1	CCN(CC)CCCNC(=O)C1CCCN(c2nnc(N3CCCC3=O)s2)C1 (configuration not stated)	0.1	-5	-0.1	-8	17
2	Cc1csc(NC(=O)C2CCN(S(=O)(=O)c3ccccc3F)CC2)n1	7.6	2	0.6	-11	-13
3	Oc1ccc(-c2cn3c(n2)SCC3)cc1	-0.2	-2	-1.1	-2	13
4	COCCCNCCCCOc1cccc(Br)c1	1.1	-2	2.9	2	25
5	Cc1ccc(NC(=O)C2CC(=O)N(Cc3ccccc3)C2)cc1S(=O)(=O)N1CCCCCC1 (configuration not stated)	0.0	-1	-4.4	-10	29
6	CC(=NCc1ccc2c(c1)OCO2)C1=C(O)c2ccccc2C1=O	0.5	0	-0.7	9	-5
7	COc1ccc(OC)c(CN2CCN(Cc3cccc4ccccc34)CC2)c1	-0.9	4	0.9	-4	22
8	OC(CNC1Cc2ccccc2C1)COc1ccc(Cl)cc1 (configuration not stated)	0.8	-6	3.4	0	-22
9	COc1ccc(CCNC(=O)CSc2nnc(-c3ccc(F)cc3)c3ccccc23)cc1OC	-2.7	0	1.0	-1	44
10	Cc1ccc(C(=O)NN2C(=O)C3C4C=CC(C4)[C@@H]3C2=O)cc1 (some centres not stated)	1.2	-3	2.5	-11	0
11	O=C(CN1CCN(c2nc(-c3ccccc3)cs2)CC1)NCc1ccc2c(c1)OCO2	-0.6	4	0.1	-7	64
12	CCOc1cc(/C=N/Nc2cccc(C(=O)O)c2)ccc1OC(=O)c1ccccc1	-2.4	-3	0.0	-1	92*

item	BaF3 tox	TRPML3 agonist	PPC-1+TRAIL kill	Wee1 degr inh
1	1	0.9	3	2
2	8	4.6	7	-4
3	1	-0.3	-3	0
4	4	1.5	16	4
5	4	0.4	10	-2
6	4	0.8	2	-3
7	7	0.5	7	-2
8	-4	1.3	0	1
9	4	-0.7	16	0
10	0	0.7	-14	1
11	2	0.0	1	4
12	2	-0.2	16	-1

# Later entries.
item	Structure	zfTRPN1 agonist	Ba/F3 V617F tox	TNF death inh	RBBP9 inh	CHOP inh
13	CCOc1ccc(N=CC2=C(O)CC(c3ccco3)CC2=O)cc1 (configuration not stated)	0.0	-6	1.0	-4	26
14	COc1ccc(-c2nnn(CC(=O)NCCc3c[nH]c4ccccc34)n2)cc1OC	1.6	-3	-7.4	-4	-8
15	COc1cc(CNCCNC(=O)c2nonc2N)ccc1OCc1ccc(Cl)nc1	0.2	0	1.4	-8	3
16	NC(=O)c1ccc(C(F)(F)F)n(Cc2ccccc2Cl)c1=O	-1.2	1	-8.5	-3	92*
17	c1ccc(Cc2nc3ccccc3o2)cc1	-0.3	2	0.8	-12	27
18	Cc1nc([N+](=O)[O-])c(NCCCO)n1Cc1ccccc1	2.1	1	-0.6	-4	-21
19	CCN(CC)CCCNC(=O)c1cc(Sc2nnc(C)s2)nc2ccccc12	0.1	0	6.5	-6	0
20	O=c1[nH]c2ccc(S(=O)(=O)N3CCN(c4ccccc4)CC3)cc2[nH]c1=O	0.9	0	-2.5	-6	2
21	Cc1n[nH]c(=O)nc1NCc1ccco1	0.4	-3	-1.9	4	8
22	CCOC(=O)CSc1nnnn1-c1cc(OC)ccc1OC	-0.5	-3	-0.2	-5	32
23	N#CNC(=Nc1ccccc1F)SCc1ccc(C(=O)O)cc1	1.1	1	0.3	-7	13
24	CC(C)=NOC(=O)c1ccc(-c2ccccc2)cc1	-0.9	-2	1.7	-7	36

item	BaF3 tox	TRPML3 agonist	PPC-1+TRAIL kill	Wee1 degr inh
13	-2	0.9	30	-3
14	-1	0.5	11	0
15	5	-0.2	8	2
16	3	-1.3	-10	-1
17	4	0.7	10	5
18	6	1.2	9	5
19	3	1.2	16	2
20	-1	0.3	25	-1
21	2	0.4	13	1
22	1	-0.4	-2	1
23	5	0.7	8	1
24	-1	-0.6	-8	0

# More entries
item	Structure	zfTRPN1 agonist	Ba/F3 V617F tox	TNF death inh	RBBP9 inh	CHOP inh
25	CCCCC(OC(=O)c1cc2occc2n1C)C(=O)NCC1CCCO1 (configuration not stated)	0.3	-1	0.5	-6	22
26	CCOC(=O)N1CCN(C(=O)c2ccc(NC(=O)c3ccc(C)cc3)cc2)CC1	0.1	24*	-3.7	-5	31
27	O=C(O)C1CC(O)CN1S(=O)(=O)c1cccs1 (configuration not stated)	0.3	-3	0.2	-5	49
28	CC1CCN(c2ccc(C(=O)NCc3ccc4c(c3)OCO4)cc2[N+](=O)[O-])CC1	-2.4	1	2.0	-2	47
29	Cc1[nH]c2ccc(C(=O)OCCN(C)C)cc2c1C	-0.6	-4	0.7	-5	-28
30	C#CCOCCOCCOCCNc1nc(N2CCN(C(=O)[C@H](CCC(=O)O)n3cc(C(N)Cc4ccc(O)cc4)nn3)CC2)nc(N2CCN(C(=O)[C@H](Cc3cc4ccccc4[nH]3)n3cc(C(N)CC(C)C)nn3)CC2)n1 (some centres not stated)	1.0	0	1.0	5	16
31	CC(=O)C1=C(C)NC(=S)NC1c1cc([N+](=O)[O-])ccc1O (configuration not stated)	0.7	-7	5.5	1	-2
32	Cc1cc(C=O)c(C)n1-c1ccc(N2CCOCC2)c([N+](=O)[O-])c1	3.8	0	-1.0	-5	11
33	COC(=O)c1cc2c(-c3ccccc3)cc3ccccn3c-2c1C(=O)OC	0.4	5	-2.9	-4	15
34	O=C1OCCC1Sc1nc2ccccc2n1-c1ccccc1 (configuration not stated)	-0.8	-2	-2.5	2	1
35	COc1ccc(NC(=O)CSc2nnc(CNc3ccc(F)cc3)o2)c(OC)c1	0.2	3	-11	-5	36
36	Cc1cc(C)c2cc(C#N)c(SCC(=O)Nc3ccc4c(c3)OCO4)nc2c1	0.9	1	1.4	0	5

item	BaF3 tox	TRPML3 agonist	PPC-1+TRAIL kill	Wee1 degr inh
25	5	0.6	-19	1
26	14	-1.0	20	-1
27	0	1.2	-2	2
28	8	0.3	8	1
29	3	0.5	4	-2
30	-1	1.2	2	4
31	-1	-0.3	-2	-3
32	4	2.6	13	-1
33	8	1.5	0	0
34	-2	-0.1	-9	1
35	4	-0.1	4	0
36	-4	0.9	23	-2

# More results follow:
item	Structure	zfTRPN1 agonist	Ba/F3 V617F tox	TNF death inh	RBBP9 inh	CHOP inh
37	N=c1sccn1CC(=O)NCCc1ccc(Cl)cc1	1.3	7	2.6	2	0
38	c1ccc(Cn2nnc3c(Nc4ccc5c(c4)OCO5)nc(C4CC4)nc32)cc1	1.9	4	2.0	4	66
39	COc1ccc(OC(C)C(=O)Nc2cccnc2)cc1 (configuration not stated)	-0.1	-4	1.8	13	31
40	COC(=O)c1cc(COc2ccc3c4c(c(=O)oc3c2)CCCC4)c(C)o1	-0.7	-4	1.3	-5	26
41	S=c1oc(-c2ccncc2)nn1CCc1ccncc1	0.5	-1	-0.6	-6	39
42	COc1ccc(C(=O)OCC(=O)NC(C)(C)C)cc1[N+](=O)[O-]	-0.5	2	4.1	-1	28
43	Cc1ccc(NC(=O)/C=C/c2ccc([N+](=O)[O-])s2)cc1	-1.2	-1	-9.4	-11	24
44	O=C1CC(=O)c2c1cccc2[N+](=O)[O-]	-0.9	1	-9.1	14	11
45	CCOC(=O)CC1COCCN1Cc1cn(C)nc1-c1ccccc1F (configuration not stated)	-0.6	-3	-0.4	-10	21
46	COc1cccc(-n2nnc3c(=O)n(CC(=O)Nc4ccccc4C)cnc32)c1	0.1	2	-0.1	-9	-27
47	Cc1ccc(Cn2c(C)nc3c(c2=O)c2nc4ccccc4nc2n3Cc2ccco2)cc1	-0.8	0	-2.7	-23	52
48	COCCNC(=O)c1ccccc1NS(=O)(=O)c1ccc(Br)s1	1.1	-1	-0.3	2	21

item	BaF3 tox	TRPML3 agonist	PPC-1+TRAIL kill	Wee1 degr inh
37	8	-0.3	0	-2
38	8	0.6	25	6
39	3	0.5	4	1
40	-1	-0.1	9	0
41	5	1.2	8	-1
42	2	0.9	21	0
43	2	0.9	20	1
44	0	-0.2	4	2
45	2	0.8	3	-4
46	4	0.8	16	-1
47	-1	-0.3	0	-4
48	5	1.1	-3	1

# Record cards, as listed above. Order of screens: zfTRPN1 agonist | Ba/F3 V617F tox | TNF death inh | RBBP9 inh | CHOP inh | BaF3 tox | TRPML3 agonist | PPC-1+TRAIL kill | Wee1 degr inh
# COCCNC(=O)c1ccccc1NS(=O)(=O)c1ccc(Br)s1 as listed: 1.1 | -1 | -0.3 | 2 | 21 | 5 | 1.1 | -3 | 1
# CCOC(=O)CC1COCCN1Cc1cn(C)nc1-c1ccccc1F (configuration not stated) as listed: -0.6 | -3 | -0.4 | -10 | 21 | 2 | 0.8 | 3 | -4
# S=c1oc(-c2ccncc2)nn1CCc1ccncc1 as listed: 0.5 | -1 | -0.6 | -6 | 39 | 5 | 1.2 | 8 | -1

# (more compounds)
item	Structure	zfTRPN1 agonist	Ba/F3 V617F tox	TNF death inh	RBBP9 inh	CHOP inh
49	CSc1cccc(NC(=O)Cc2ccccc2[N+](=O)[O-])c1	-0.7	-2	4.3	-3	11
50	O=C(NC(=S)Nc1ccc(S(=O)(=O)Nc2nccs2)cc1)c1ccc(Br)o1	-2.9	1	1.4	-6	1
51	O=C(Nc1cccc(F)c1)c1ccc2c(c1)OCO2	0.2	1	-1.5	0	8
52	COc1ccccc1OCCC(=O)OCC(=O)Nc1cc(S(=O)(=O)N(C)C)ccc1Cl	0.8	-2	0.7	-4	-7
53	Cc1[nH]nc2c1C(C(C)c1ccccc1)C(C#N)=C(N)O2 (configuration not stated)	1.8	-1	0.5	-8	17
54	CCNC(=S)N/N=C(\C)c1cc2ccccc2o1	-2.2	-6	0.8	-10	-10
55	NS(=O)(=O)c1ccc(CNC(=O)c2ccc(Cl)cc2[N+](=O)[O-])cc1	2.3	-4	1.6	-10	25

item	BaF3 tox	TRPML3 agonist	PPC-1+TRAIL kill	Wee1 degr inh
49	3	0.1	7	-1
50	5	-0.5	7	0
51	1	0.8	42	3
52	3	-0.2	17	3
53	1	0.8	23	4
54	2	-0.5	2	-1
55	4	-0.1	-9	-2
